CAL PDZ FP-1: human CAL PDZ-peptide interaction inhibition | inhibition, % at 20 µM | purified CAL PDZ, TMR-peptide fluorescence polarization, 1 h | Q9HD26 | AID 504414 | 330,000 tested, 0.02% active;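 active = highest replicate inhibition of at least 40%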;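 note: plate controls were DMSO neutral control wells for no effect and unlabeled competitor peptide control wells for full effect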
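Material: tagged CAL PDZ domain; buffer or medium: 25 mM sodium phosphate pH 7.4, 150 mM NaCl, TCEP, IgG, Thesit; compound dosing: single point, 20 µM; schedule: 1 h incubation at room temperature before polarization reading; measured by: FP readout, S and P plane fluorescence; read-out basis: percent inhibition from loss of millipolarization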
SR-BI DiI inh: blocks mouse SR-BI lipid uptake from DiI-HDL; Q61009; ldlA[mSR-BI] CHO cells, DiI-HDL uptake fluorescence, 3 h; inhibition, % at 12.5 µM; 320,000 tested, 0.96% active;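 active = mean replicate inhibition of at least 70% and a set share of replicates each scoring 70 or more; inconclusive = meets just one of the two criteria; inactive = fails both criteria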;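 note: 0% = median of neutral control wells and 100% = median of positive control wells; values of inactives mirror those of a sister screen read the other way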
Target sequence (Q61009 whole entry, looked up): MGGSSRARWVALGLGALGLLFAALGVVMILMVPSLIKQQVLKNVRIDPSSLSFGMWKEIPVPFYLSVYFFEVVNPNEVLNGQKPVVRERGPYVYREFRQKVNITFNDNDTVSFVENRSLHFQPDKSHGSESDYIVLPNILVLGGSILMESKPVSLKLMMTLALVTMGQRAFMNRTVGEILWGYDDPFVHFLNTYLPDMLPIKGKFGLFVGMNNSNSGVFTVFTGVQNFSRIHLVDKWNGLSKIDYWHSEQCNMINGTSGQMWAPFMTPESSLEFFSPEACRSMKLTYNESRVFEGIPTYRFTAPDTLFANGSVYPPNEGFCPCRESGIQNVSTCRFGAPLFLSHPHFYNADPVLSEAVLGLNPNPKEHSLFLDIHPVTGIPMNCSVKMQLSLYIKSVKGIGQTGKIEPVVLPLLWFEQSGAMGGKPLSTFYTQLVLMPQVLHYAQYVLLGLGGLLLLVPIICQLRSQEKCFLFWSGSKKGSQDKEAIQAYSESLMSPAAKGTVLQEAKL
SR-BI DiI-HDL act: enhances SR-BI lipid uptake from DiI-HDL. CHO ldlA[mSR-BI] cells, DiI-HDL uptake fluorescence, 3 h; 100 = double the neutral-control signal. activation, % at 12.5 µM. 320,000 tested, 0.096% active. AID 504775;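 active = mean replicate activation of at least 60% and every replicate at or above 60%; inconclusive = mean or all-replicate condition met, but not both; inactive = mean below 60% and not all replicates reaching 60%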;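 note: 0% = median plate neutral-control signal and 100% = twice that signal; values of inactives mirror those of a sister screen read the other way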
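Test system: SR-BI-overexpressing, LDLR-lacking CHO cells. Measured by: DiI fluorescence, bottom read. Medium: Ham's F12 with 0.5% BSA, HEPES 25 mM, pH 7.4. Timing: 3 h uptake period with compound, 37 °C.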
AddAB inh: less growth of phage-infected E. coli with AddAB. AID 435030. inhibition, % at 11.9 µM. 330,000 tested, 0.29% active. E. coli expressing H. pylori AddAB, absorbance growth; in the data active = inhibition above about 12%;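 note: 0% = vehicle wells of infected cells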
Wnt bcat act: Wnt/beta-catenin pathway activation; Wnt/beta-catenin reporter cell assay, activator, plate reader; 300,000 tested, 1.2% active; AID 743398; activation, % at 9.35 µM; in the data active = activation above about 30%, passing the limit was not always enough; inconclusive = no clear call, values can overlap the other calls;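 note: 0% = neutral control wells and 100% = positive control wells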
MITF TRPM1 HTS: activators of MITF-driven TRPM1 promoter activity in SK-MEL-5 cells. SK-MEL-5 TRPM1-promoter luciferase, 24 h; % of positive control, neutral wells = 0. activation, % at 12.5 µM. 300,000 tested, 0.75% active;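 active = mean activation of at least 80% with every replicate also reaching 80%; inconclusive = mean reaches 80% but some replicate falls short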;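 note: 0% = neutral control wells and 100% = parthenolide positive control wells; values of inactives mirror those of a sister screen read the other way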
Ecoli viability: counter-screen for AddAB inhibitors: E. coli growth inhibition. E. coli V3065 growth, OD600 absorbance, 18 h. inhibition, % at 11.9 µM. 330,000 tested, 0.27% active;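 active = inhibition above the campaign's mean inhibition across all tested compounds plus 3 SD, cut at about 9.9% in these data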;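 note: uninfected addAB+ strain grown without phage in ampicillin broth; 0% = DMSO wells and 100% = ciprofloxacin 0.95 µg/ml wells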
CAL PDZ FP-2: blocks peptide binding to the human CAL PDZ domain. Q9HD26. purified CAL PDZ, TMR-peptide fluorescence polarization, 1 h. inhibition, % at 24.9 µM. 300,000 tested, 0.92% active. AID 602252;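 active = mean inhibition of at least 30% with at least half of replicates also reaching 30%; inconclusive = no clear call, values can overlap the other calls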;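 note: 0% = DMSO neutral control and 100% = excess unlabeled competitor peptide PRC23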
Tat export inh: inhibitors of E. coli Tat protein transport; 340,000 tested, 0.036% active; inhibition, % at 10 µM; AID 488895; E. coli MC4100 TorA-mCherry Tat export, fluorescence;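 active = mean replicate inhibition at least 50% and at least half of replicates individually reaching 50%; inconclusive = only one of the two criteria met; inactive = neither criterion met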;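 note: exported cargo escapes ClpAP degradation while cytoplasmic cargo is degraded and loses fluorescence; 0% = median of neutral control wells and 100% = median of NaSCN control wells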
phage Ecoli inh: E. coli growth loss with phage present; AID 651602; growth absorbance; inhibition, % at 11.9 µM; 360,000 tested, 0.26% active; in the data active = inhibition above about 11%
Active calls of the source: *; ? = inconclusive; · = no result given.

SMILES | CAL PDZ FP-1 | SR-BI DiI inh | SR-BI DiI-HDL act | AddAB inh | Wnt bcat act | MITF TRPM1 HTS | Ecoli viability | CAL PDZ FP-2 | Tat export inh | phage Ecoli inh
CC1(C)CC(=O)C2=C(C1)c1c(ccc3ccccc13)NC2c1ccc(OCC(=O)O)cc1 (centres undefined) | -0.3 | 0 | 0 | 0.0 | 3 | · | -0.8 | 8 | -2 | 2.1
O=C(c1ccc(S(=O)(=O)NCc2ccco2)cc1)N1CCN(c2ccccc2)CC1 | 0.0 | 34 | -34 | -2.1 | -6 | 11 | -2.8 | · | 0 | 1.5
COc1ccc(NC(=O)C2CCCN(C(=O)Nc3ccc(F)cc3)C2)cc1OC (centres undefined) | -2.0 | · | · | 2.8 | -2 | -5 | 0.8 | 2 | 8 | 2.2
Nc1nc2n(n1)C(c1cccc(Cl)c1)CC(c1ccc(F)cc1)N2 (centres undefined) | -0.2 | 17 | -17 | 0.9 | 0 | -7 | 3.1 | · | 2 | 3.3
COc1ccc(/C=C/c2nc3ccccc3n2Cc2ccccc2OC)cc1 | -0.4 | 50 | -50 | -1.7 | -14 | 18 | 0.7 | -5 | 3 | 4.2
CCCCCC(=O)Nc1cccc(C2=NOC3(C2)C[C@@H](C(N)=O)N(C(=O)c2ccc(OC)cc2)C3)c1 (some centres undefined) | -2.5 | 16 | -16 | -0.5 | -5 | -1 | 0.6 | -1 | 1 | 0.9
O=C1CC(NS(=O)(=O)c2ccccc2)CN1c1ccc2c(c1)OCCO2 (centres undefined) | -2.4 | 7 | -7 | 8.3 | 8 | 5 | 1.2 | -2 | -1 | 4.1
Cc1ccccc1CN1CCN(CC(=O)NCc2ccccn2)C1=O | -0.5 | -4 | 4 | 0.8 | -3 | · | -0.5 | · | 3 | 3.3
CCC(CC)N1CCN(Cc2nc3ccc([N+](=O)[O-])cc3c(=O)n2-c2ccccc2F)CC1 | -1.7 | -25 | 25 | -0.4 | -3 | -8 | -2.4 | 3 | -1 | 1.2
CC(C)CCn1nnnc1C(c1ccc(F)cc1)N1CCC(C(N)=O)CC1 (centres undefined) | -1.7 | -9 | 9 | 2.9 | · | 3 | -0.2 | -2 | 1 | 0.4
Cc1ccc(NC(=O)CCNS(=O)(=O)c2ccc3c(c2)CCC(=O)N3)c(Br)c1 | -0.5 | 9 | -9 | -0.5 | 6 | · | -2.9 | · | 0 | 2.7
Cc1cccc(NC(=O)CSCC(=O)N(C)Cc2ccc3c(c2)OCCO3)c1 | -1.4 | -19 | 19 | · | 0 | -4 | · | -4 | 2 | 2.2
Cc1ccc(CNc2ccc3c(c2)ncn3C(C)C)cc1 | -1.8 | · | · | -1.9 | 0 | 89* | -0.9 | -2 | 7 | 4.2
CCC(=O)N1CCc2cc(S(=O)(=O)NCCC(=O)NC3CCCc4ccccc43)ccc21 (centres undefined) | -1.0 | 14 | -14 | 0.3 | -10 | · | -2.0 | -2 | 4 | 0.5
Cc1ccccc1Cn1nc(C)c(NC(=O)c2cc(-c3ccco3)on2)c1C | -0.5 | · | · | 2.1 | -5 | -1 | 1.5 | 3 | 8 | 1.0
Cc1nc2cc(Cl)c(Cl)cc2nc1C | · | -20 | 20 | 1.7 | · | · | 0.0 | -9 | 4 | 2.5
Cc1ccc(NC(=O)c2nc[nH]c2C(=O)N2CCc3ccccc3C2)cc1 | 0.0 | -13 | 13 | 0.5 | -1 | 0 | -2.2 | -7 | -7 | 0.6
O=C(OCc1c(F)cccc1Cl)c1cc([N+](=O)[O-])ccc1N1CCOCC1 | -0.5 | 23 | -23 | -0.7 | -1 | 10 | -0.4 | · | 0 | 5.1
NCCOc1ccccc1-c1ccccc1 | 0.3 | -16 | 16 | 4.6 | · | · | 2.4 | · | 17 | 3.2
C=CCN(CC=C)C(=O)COC(=O)c1n[nH]c2ccccc12 | 0.3 | 30 | -30 | 2.3 | 0 | -17 | 2.9 | -3 | -7 | 1.4
NNC(=O)CCn1nnc2ccccc21 | -0.2 | -23 | 23 | 0.9 | 0 | · | 0.3 | -1 | -4 | 1.3
CCOC(=O)c1ccc(NC(=S)NC(=O)C2CCCC2)cc1 | -4.0 | 3 | -3 | 5.9 | -2 | -4 | 0.3 | -2 | 6 | 1.7
CCCC(=O)N(CCN1CCOCC1)c1nc2cc(C)c(C)cc2s1 | -1.0 | 26 | -26 | 2.8 | 26 | 76 | 0.6 | 13 | 3 | 1.9
CC(=O)Nc1ccccc1NC(=O)c1cc(C)ccc1C | -0.9 | -1 | 1 | -4.6 | -1 | -16 | -1.8 | 3 | -2 | 4.0
CCCCOc1ccc(C2=NNC(=O)CC2)cc1 | -2.1 | 5 | -5 | 1.2 | 12 | -23 | -0.2 | 2 | 3 | 3.4
Cc1ccccc1NC1=C(Cl)C(=O)OC1NC(=O)c1ccccc1 (centres undefined) | -2.6 | -5 | 5 | 1.3 | -1 | -4 | 0.1 | -1 | -3 | 2.4
COC(=O)Nc1nnc(-c2ccco2)s1 | · | · | · | 1.2 | 8 | · | 3.9 | · | · | 2.9
Cc1cc(OCc2cc(C(=O)N(C)C3CCOC3)no2)cc(C)c1Cl (centres undefined) | -0.5 | 15 | -15 | -0.9 | 35* | 77 | 0.2 | -3 | 3 | 0.3
CN(CC(=O)Nc1c(Cl)cccc1Cl)C(=O)CCC(=O)c1ccccc1 | -1.5 | -13 | 13 | · | -1 | 0 | · | -4 | 0 | 8.1
N#Cc1c(-c2ccccc2)cc2nc3ccccc3n2c1N | -1.3 | 11 | -11 | -0.3 | ? | 53 | -1.4 | -2 | -6 | 4.0
CC(C)OC(=O)NCCOC(=O)Nc1ccc(Cl)cc1 | -5.6 | 12 | -12 | 0.4 | 1 | 17 | 1.9 | -4 | -6 | 3.5
COc1cc(CN2CCCC(CO)(Cc3cccc(Cl)c3)C2)cc2c1OCO2 (centres undefined) | 0.3 | 5 | -5 | 3.1 | -8 | -11 | 1.6 | -2 | -3 | 0.6
CCCCN1CNC(=S)N(CCc2ccccc2)C1 | -0.2 | -62 | ? | 3.2 | -1 | 2 | -0.5 | -1 | -3 | 3.6
C[C@@H]1C(=O)O[C@@H]2[C@H](O)C34[C@H]5C[C@@H](C(C)(C)C)C36[C@H](OC(=O)[C@@H]6O)OC4(C(=O)O5)[C@@]12O (some centres undefined) | -0.1 | -11 | 11 | 0.2 | 1 | -1 | -3.4 | -1 | 1 | 2.7
CCCCN1CC[C@H]2C=CC[C@@H](C(=O)Nc3ccc(OC)cc3)[C@H]2C1=O | 0.5 | -18 | 18 | -0.4 | 2 | -10 | -1.4 | 9 | -5 | 2.6
CN1CCN(C(=O)CNc2ccc(C(F)(F)F)cc2[N+](=O)[O-])CC1 | -2.0 | -2 | 2 | 1.9 | 0 | -7 | 2.5 | 8 | -2 | 1.3
COc1ccccc1OCCC(=O)OCC(=O)Nc1ccc2c(c1)OCO2 | 0.3 | 17 | -17 | 1.7 | -3 | -2 | 2.0 | -2 | 0 | 2.6
NNC(=O)CCc1nc2ccc(O)cc2[nH]1 | -2.0 | -24 | 24 | 3.0 | 0 | 21 | 0.3 | -2 | 4 | 1.4
COc1ccc(NC(=O)CSc2nc(C3CC3)nc3ccccc23)cc1 | -4.6 | -2 | 2 | 2.1 | -3 | -7 | 3.0 | 9 | -10 | -1.8
O=C(NCCc1ccc2c(c1)OCCO2)c1cccc(S(=O)(=O)N2CCCC2)c1 | -0.9 | 1 | -1 | 2.1 | 2 | 9 | -1.9 | · | -4 | 0.4
Cc1ccc(NS(=O)(=O)c2ccc(Cl)c(C(=O)Nc3ccccc3-c3nc4ccccc4[nH]3)c2)cc1C | -2.3 | 42 | -42 | 0.5 | · | -29 | -2.3 | -3 | 1 | 2.9
Cc1ccc2nc3c(cc2c1)c(NS(=O)(=O)c1ccccc1)nn3CC(C)C | -0.7 | -7 | 7 | 0.3 | · | -4 | 1.6 | -3 | -3 | 3.6
Cc1cn(C2CC(O)C(CO)O2)c(=O)n(Cc2ccccc2)c1=O (centres undefined) | 0.4 | -29 | 29 | · | -6 | 12 | · | 0 | -8 | 1.2
O=C(CNC(=O)C1COc2ccccc2O1)N/N=C\c1ccc(Br)cc1 (centres undefined) | -2.9 | -6 | 6 | 1.0 | -1 | 1 | -0.2 | -1 | -4 | 1.9
CCCC(c1nnnn1Cc1cccs1)N1CCN(c2nc3ccccc3s2)CC1 (centres undefined) | -0.4 | 9 | -9 | 0.7 | · | -5 | 0.5 | -3 | 2 | 3.3

Random excerpt: 6 entries already listed
SMILES | CAL PDZ FP-1 | SR-BI DiI inh | SR-BI DiI-HDL act | AddAB inh | Wnt bcat act | MITF TRPM1 HTS | Ecoli viability | CAL PDZ FP-2 | Tat export inh | phage Ecoli inh
O=C(NCCc1ccc2c(c1)OCCO2)c1cccc(S(=O)(=O)N2CCCC2)c1 | -0.9 | 1 | -1 | 2.1 | 2 | 9 | -1.9 | · | -4 | 0.4
C[C@@H]1C(=O)O[C@@H]2[C@H](O)C34[C@H]5C[C@@H](C(C)(C)C)C36[C@H](OC(=O)[C@@H]6O)OC4(C(=O)O5)[C@@]12O (some centres undefined) | -0.1 | -11 | 11 | 0.2 | 1 | -1 | -3.4 | -1 | 1 | 2.7
Cc1ccc2nc3c(cc2c1)c(NS(=O)(=O)c1ccccc1)nn3CC(C)C | -0.7 | -7 | 7 | 0.3 | · | -4 | 1.6 | -3 | -3 | 3.6
COc1ccc(NC(=O)CSc2nc(C3CC3)nc3ccccc23)cc1 | -4.6 | -2 | 2 | 2.1 | -3 | -7 | 3.0 | 9 | -10 | -1.8
CCCC(c1nnnn1Cc1cccs1)N1CCN(c2nc3ccccc3s2)CC1 (centres undefined) | -0.4 | 9 | -9 | 0.7 | · | -5 | 0.5 | -3 | 2 | 3.3
Cc1cn(C2CC(O)C(CO)O2)c(=O)n(Cc2ccccc2)c1=O (centres undefined) | 0.4 | -29 | 29 | · | -6 | 12 | · | 0 | -8 | 1.2

Next part
SMILES | CAL PDZ FP-1 | SR-BI DiI inh | SR-BI DiI-HDL act | AddAB inh | Wnt bcat act | MITF TRPM1 HTS | Ecoli viability | CAL PDZ FP-2 | Tat export inh | phage Ecoli inh
O=C(NCc1ccccn1)c1cn(Cc2ccccc2)nn1 | · | -16 | 16 | 1.3 | · | 20 | -0.1 | 105* | 2 | 1.4
CCOC(=O)C1=C(C)OC(N)=C(C#N)C1c1ccccc1 (centres undefined) | -3.1 | · | · | 1.1 | -1 | -2 | -0.2 | 0 | -4 | 0.3
CC(C)(C)C1(O)CC(C(F)(F)F)=NN1C(=O)CCCc1ccccc1 (centres undefined) | -2.9 | -1 | 1 | -0.8 | 0 | 5 | -2.8 | -1 | -4 | 1.9
Oc1[nH]c2ccccc2c1N=NC(=S)N1CCOCC1 | 0.7 | · | · | 2.3 | · | -92 | -0.8 | 3 | -10 | ·
CCC/C(=N/NC(=O)c1ccc2c(c1)OCO2)c1cccs1 | -0.4 | -9 | 9 | -3.0 | 3 | 6 | -3.2 | -1 | -3 | 3.8

Screening data: PubChem BioAssay, several laboratories
